# Bioassay records from PubChem BioAssay.
# D2 antag – antagonists of human D2 dopamine receptor | P14416 | HEK293 TREx D2 cells, calcium flux, dopamine EC80 | inhibition, % at 10 µM | 2% of 340,000 active | AID 485344; in the data active means inhibition above about 30%; further: 0% is about no effect
# Target sequence (P14416 whole entry, looked up): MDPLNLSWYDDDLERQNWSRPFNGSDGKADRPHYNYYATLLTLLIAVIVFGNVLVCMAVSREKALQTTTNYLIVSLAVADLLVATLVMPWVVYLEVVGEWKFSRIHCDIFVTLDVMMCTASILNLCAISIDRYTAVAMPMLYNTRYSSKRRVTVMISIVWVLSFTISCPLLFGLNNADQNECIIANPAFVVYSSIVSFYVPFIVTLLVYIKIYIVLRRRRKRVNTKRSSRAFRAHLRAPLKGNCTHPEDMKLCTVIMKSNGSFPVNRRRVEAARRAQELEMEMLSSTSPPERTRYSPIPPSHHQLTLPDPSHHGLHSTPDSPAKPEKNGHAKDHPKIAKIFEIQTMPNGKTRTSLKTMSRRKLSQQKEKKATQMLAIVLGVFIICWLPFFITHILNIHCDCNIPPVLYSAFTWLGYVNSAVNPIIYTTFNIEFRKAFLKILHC
#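 Inhibition of EC80 dopamine-driven calcium flux, recorded kinetically, defines activity here; cells are a tetracycline-induced HEK293 T-REx line expressing force-coupled D2.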
# Pin1 inh – human Pin1 inhibition | Q13526 | Pin1 FP peptide displacement, HiFluor488, 10 min | Potency, µM (top dose mostly 115 µM), inactives show at the top dose activity, negative = inhibition, usual class: inhibitors | 0.009% of 390,000 active | AID 504891; active means well fitted inhibition curve with a large enough effect in the polarisation, with a control signal flat, not every such curve was filed as active; inconclusive means small, poorly fitted or top-dose-only effect, or effect the other way, or a change in a side signal; inactive means no such curve, though single readings can be large or run the other way; the % refers to the polarisation; further: potency means the concentration at half of the fitted maximal effect; on the % scale 0 is the no-effect control and ±100 the full control effect
# Target sequence (Q13526 whole entry, looked up): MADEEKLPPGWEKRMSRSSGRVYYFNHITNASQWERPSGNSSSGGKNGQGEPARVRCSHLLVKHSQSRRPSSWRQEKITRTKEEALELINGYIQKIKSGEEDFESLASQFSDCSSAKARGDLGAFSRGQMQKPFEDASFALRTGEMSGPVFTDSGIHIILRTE
# TrxR1 substrate – is turned over as a substrate by rat TrxR1; Potency, µM (top dose mostly 114 µM), for inactives: at the highest dose activity change, negative = substrate turnover; 0.01% of 390,000 active; O89049; purified TrxR1 substrate turnover, NADPH consumption readout; further: potency means the concentration at half of the fitted maximal effect; on the % scale 0 is the no-effect control and ±100 the full control effect; nearly all actives have a fitted effect of over 50% in size
#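 Rat TrxR1, dispensed at 90 nM, was prereduced with 400 uM NADPH (final) for 5 min at ~22 deg C, then incubated with compound 15 min before 400 uM selenite. A first-read NADPH fluorescence drop versus no-compound background flagged substrates.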
# D2 agonist – activates the human D2 dopamine receptor; P14416; HEK293 T-REx D2 cells, calcium flux agonist mode; activation, % at 2 µM; 0.53% of 340,000 active; AID 485358;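 active means activation over 3 SD above normal in the single-dose calcium agonist read, cut at about 30% in these data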; further: 0% is about no effect
#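 Tetracycline-induced HEK293 T-REx cells with force-coupled D2 receptor, plated overnight at 30 C, loaded with no-wash calcium dye. After a 10 s baseline, compound was pin-added and calcium flux read kinetically for 180 s; calcium rises flagged agonists.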
# TRHR enhancer – allosteric enhancers of human TRH receptor | P34981 | TRHR cells, fluo-8 calcium fluorescence, EC20 TRH enhancement | enhancement, % at 2 µM | 0.66% of 360,000 active; in the data active means enhancement above about 30%; further: 0% is about no effect
# Target sequence (P34981 whole entry, looked up): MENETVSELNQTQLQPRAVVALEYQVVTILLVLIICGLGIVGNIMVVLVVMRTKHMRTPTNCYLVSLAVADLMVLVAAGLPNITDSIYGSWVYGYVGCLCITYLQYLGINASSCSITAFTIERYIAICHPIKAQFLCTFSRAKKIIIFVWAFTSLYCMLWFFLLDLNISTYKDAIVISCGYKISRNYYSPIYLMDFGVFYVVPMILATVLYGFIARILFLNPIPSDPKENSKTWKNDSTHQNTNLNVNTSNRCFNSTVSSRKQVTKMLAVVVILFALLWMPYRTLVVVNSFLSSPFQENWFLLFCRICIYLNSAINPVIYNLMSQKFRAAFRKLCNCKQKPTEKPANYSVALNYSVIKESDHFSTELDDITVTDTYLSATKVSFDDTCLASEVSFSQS
#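 Enhancer read-out: after compound pinning and an initial kinetic agonist-mode read, an EC20 of TRH (10 nM final) was injected and fluo-8 calcium signal (Ex 480/Em 530) followed at 1 s/cycle for 100 cycles in TRHR-expressing cells.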
# mIDH1 inhibitor – inhibitors of human mutant IDH1 R132H; O75874; IDH1-R132H enzyme, NADPH consumption, diaphorase/resazurin fluorescence; Potency, µM (series often up to 76.6 µM), without a hit: at the highest dose activity change, negative = inhibition, hits mostly inhibitors; 0.093% of 390,000 active; AID 602179; further: potency means the concentration at half of the fitted maximal effect; on the % scale 0 is the no-effect control and ±100 the full control effect; nearly all actives have a fitted effect of over 65% in size
#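 IDH1-R132H (0.5 ug/mL dispensed) in pH 7.5 Tris buffer was preincubated 30 min with compound, then given a substrate mix of 0.016 mM NADPH and 2 mM alpha-KG for 80 min at room temperature; remaining NADPH was read by diaphorase/resazurin fluorescence.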
# TRHR agonist – agonists of human TRH receptor | P34981 | TRHR cells, calcium flux fluo-8, FDSS agonist mode | activation, % at 2 µM | 0.18% of 360,000 active | AID 493084; in the data active means activation above about 30%; further: 0% is about no effect
#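 Steps: seed TRHR cells overnight; add fluo-8 no-wash Ca dye, RT 30 min–1.5 h; record 10 s baseline; pin-transfer compounds; monitor fluorescence 1 cycle/s for the agonist window. Calcium increases flag candidate agonists.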
# TrxR1 inh – inhibitors of rat thioredoxin reductase 1; O89049; recombinant rTrxR1, NADPH fluorescence consumption, selenite substrate; Potency, µM (highest dose often 114 µM), inactives show top-dose activity change, negative = inhibition, actives largely listed as inhibitors; 1% of 390,000 active; AID 588453; further: potency means the concentration at half of the fitted maximal effect; on the % scale 0 is the no-effect control and ±100 the full control effect; nearly all actives have a fitted effect of over 65% in size
#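 Rat TrxR1 (90 nM in the dispensed reagent) was pre-reduced with 400 uM NADPH for 5 min at room temperature, then incubated with compound for 15 min. After 400 uM selenite was added, NADPH fluorescence (Ex 340/Em 450 nm) was followed for 8 min.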
# USP1-UAF1 inh – USP1/UAF1 (human) deubiquitinase inhibition. Potency, µM (top dose mostly 57.1 µM), inactives show top-dose activity change, negative = inhibition, hits mostly inhibitors. 0.23% of 390,000 active. AID 743255. recombinant USP1/UAF1, Ub-Rhodamine cleavage fluorescence; further: potency means the concentration at half of the fitted maximal effect; on the % scale 0 is the no-effect control and ±100 the full control effect; nearly all actives have a fitted effect of over 60% in size; inactives centre near -12
#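 In this screen, compounds sit with the deubiquitinase complex (1nM) for 15 min at room temperature before Ub-Rho is added at 150nM final. Fluorescence rise is then followed for 6 reads every 60 seconds.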
# Starred values were filed as active, the others as inactive; ? = inconclusive; . = not tested or not shown; & = joins results of further samples; [ ] = remark or other dose. Unless noted, the call rests on the fitted dose curve; in most records, active means well fitted inhibition curve with a large enough effect; inconclusive means small, poorly fitted or top-dose-only effect; inactive means no such curve, though single readings can be large or run the other way. Some of the compounds tested. The share of hits here may be higher or lower than overall.
SMILES,D2 antag,Pin1 inh,TrxR1 substrate,D2 agonist,TRHR enhancer,mIDH1 inhibitor,TRHR agonist,TrxR1 inh,USP1-UAF1 inh
C/C(=N/NC(=O)CN1CCN(S(=O)(=O)c2ccc(Br)cc2)CC1)c1cccnc1,1,-6%,-4%,-0.2,6,4%,-0.1,-11%,2%
CC1=CC(C)(C)N(S(=O)(=O)c2ccc(F)cc2)c2ccccc21,3,-1%,2%[57.1 µM],0.9,-2,7%,-0.2,9%[57.1 µM],-7%
CCN(CC)CC(O)CN1C(=O)NC(C)(C)C1=O (configuration not stated),-23,1%,8%[57.1 µM],0.1,15,8%,0.0,20%[57.1 µM],-16%
O=C(COc1ccccc1Cl)Nc1ccc2c(c1)OCO2,14,-2%,-14%,0.8,5,-7%,0.1,-11%,-13%
CC(C(=O)OCC(=O)N1CCCCC1)N1C(=O)c2ccccc2C1=O (configuration not stated),.,2%,-2%,.,.,3%,.,0%,-7%
CCOc1ccc(CCNC(=O)COn2nnc3ccc(S(=O)(=O)N4CCOCC4)cc32)cc1OCC,3,-12%,0%,0.2,-2,-7%,0.0,14%,-6%
O=C(N/N=C/c1ccco1)c1ccc(NC(=O)C2CCCCC2)cc1,10,10%,3%,0.4,-5,-3%,0.1,2%,-19%
Cc1cccc(C(=O)Nc2cccc(-c3ccc4nncn4n3)c2)c1,-1,0%,5%,-1.4,-1,0%,0.1,17%,-23%
N#Cc1ccc(N2CCCNCC2)nc1,14,0%,-1%,0.3,-2,0%,1.7,?,-15%
COc1ccc(C(=O)Nc2nc3ccc4nc(C)sc4c3s2)cc1,-16,24%,27%,0.3,-9,-6%,0.5,51%[activator],-9%
O=C(Nc1ccccc1)c1cccc(S(=O)(=O)Nc2cccc(F)c2)c1,.,8%,-2%[57.1 µM],1.0,-7,2%,0.4,9%[57.1 µM],-20%
CCOC(=O)C1CCCN(C(=O)c2ccccc2[N+](=O)[O-])C1 (configuration not stated),-28,-7%,11%[57.1 µM],-0.5,15,11%,-1.0,31%[57.1 µM],-17%
Fc1ccc2cnc(C3=CCCCC3)cc2c1,.,-3%,8%,.,.,21%,.,8%,-24%
O=C(CSc1nc2ccccc2c(=O)n1NC(=O)Cc1ccccc1)NCc1ccccc1,-14,-5%,-5%,-1.6,-4,-4%,-0.3,-6%,-18%
CC(CNCCCn1cnc2c(OCc3ccccc3)ncnc21)c1ccccc1 (configuration not stated),.,0%,0%,.,.,-5%,.,-5%,-2%
COc1cc(C)nc(Oc2ccc(OCCOc3ccc(C)cc3)nn2)n1,0,1%,2%,-1.3,-2,7%,-0.3,2%,-16%
Cc1cccc(N(C)c2nc3ccc(C)cc3n3cnnc23)c1,.,1%,-7%,-0.4,-6,-8%,-0.2,-14%,-25%
CCOC(=O)c1c(-c2ccc(OC)cc2)csc1NC(=O)CCN1CCOCC1,3,2%,-8%,3.5,-4,-4%,-0.6,-1%,-18%
COc1cc(NC(=O)CSc2nnc(-c3ccncc3)o2)cc(OC)c1OC,-4,-1%,4%,0.4,1,3%,0.2,0%,-3%
CC(OC(=O)c1cccs1)C(=O)NCc1cccs1 (configuration not stated),-8,2%,2%,-0.3,2,2%,0.5,5%,5%
Cc1cc(C)n(NC(=S)NC2CCCC2)c(=O)c1C#N,-16,3%,-2%[57.1 µM],-0.6,4,14%,0.2,-4%[57.1 µM],-6%
COc1ccc(S(=O)(=O)NCC(=O)NC2CC2)cc1OC,1,4%,2%,0.2,11,19%,1.2,?,-13%
Cn1c(=O)c2c(nc(Sc3ncnn3CC(=O)NC3CCCCC3)n2C)n(C)c1=O,14,-4%,-9%,0.3,-3,0%,-0.3,-12%,-22%
CCOc1ccc(CNS(=O)(=O)c2ccc(-c3coc(C)n3)cc2)cc1OC,.,3%,7%[57.1 µM],0.6,-1,-3%,0.3,31%[57.1 µM],?
CCOC(=O)c1sc(N2C(=O)C(O)=C(C(=O)c3ccc(C)o3)C2c2ccc(OC)c(OC)c2)nc1C (configuration not stated),-4,?,-19%,0.7,1,-12%,-1.5,?,-21%
CC(=O)N(Cc1ccc(F)cc1)Cc1nc2ccccc2c(=O)[nH]1,19,4%,-21%[57.1 µM],0.4,-1,13%,0.9,29%[57.1 µM],-8%
CCOC(=O)c1cc2c(=O)n3ccccc3nc2n(Cc2ccco2)c1=NC(=O)c1ccc(F)cc1,.,9%,48%[activator],0.1,-9,-20%,5.2,?,-6%
Cc1ccc(N2C(=O)C(Cl)=C(Nc3c(C)n(C)n(-c4ccccc4)c3=O)C2=O)cc1,32*,-9%,8%,0.2,-5,-1%,-0.7,18µM*,-19%
O=c1c2ccccc2nc(-c2ccc(Cl)cc2)n1C1CCS(=O)(=O)C1 (configuration not stated),.,-2%,-12%,.,.,-6%,.,-11%,-2%
CCCCNC(=O)c1sc(=S)n2c1[nH]c(=O)c1ccc(C(=O)NCCc3ccc(OC)c(OC)c3)cc12,7,?,0%,0.8,-5,-13%,0.0,13%,-16%
CCC1=C(OC(=O)N(CC)CC)N2C(=O)OC(=NCC(=O)OC)[C@]2(C)[C@H]2C1=CC[C@H]1C(=O)N(CC)C(=O)[C@H]12,-12,-2%,-1%,-0.1,-4,-2%,0.2,9%,-23%
Cc1ccc(C(C)C)c(OCC(=O)Nc2c(C(=O)c3ccccc3)oc3ccccc23)c1,.,-5%,4%,0.4,1,10%,1.1,13%,?
Cc1nc2c(C(=O)NCCc3ccc(Cl)cc3)cnn2c(C)c1Cc1c(F)cccc1Cl,.,-1%,-2%[57.1 µM],0.7,6,-15%,0.6,7%[57.1 µM],11%
CCOC(=O)c1c(C)[nH]c(C)c1S(=O)(=O)N1CCC(C(=O)Nc2ccc(OCC)cc2)CC1,.,?,1%[57.1 µM],0.0,14,-6%,0.2,7%[57.1 µM],-15%
COc1ccc(S(=O)(=O)N2CCN(C(=O)Nc3ccccc3OC)CC2)cc1,12,2%,3%,2.3,-4,5%,-0.1,14%,-18%
N/C(COc1cccc(Cl)c1)=N\NS(=O)(=O)c1ccccc1,-29,1%,5%,-0.2,1,4%,-0.2,2%,-5%
C/C(=N\NC(=O)CC1N=C(Cc2ccccc2)NNC1=O)c1ccc(Cl)cc1Cl (configuration not stated),20,-7%,-2%,1.1,1,0%,-1.4,-14%,-18%
Cc1cc2oc(C(=O)Nc3nonc3C)c(C)c2cc1Cl,12,-9%,1%,0.2,-12,19%,1.1,?,-10%
CCCn1c(SCC(=O)N2CCN(C(=O)c3ccco3)CC2)nc2ccccc2c1=O,31*,0%,4%[57.1 µM],0.9,-1,3%,-0.5,12%[57.1 µM],-13%
COc1ccc(/C=N/OCC(=O)N2CC3(C)CC2CC(C)(C)C3)cc1OC (configuration not stated),18,-1%,13%,0.2,-2,0%,-0.2,19%,-4%
CCOc1ccc(CNC(=O)CCCn2nc(C)c3c(C)n(-c4ccc(C)cc4)nc3c2=O)cc1,-23,37%&0%[activator],-2%&3%,0.1&-1.3,8&8,10%&43%,-0.5&-0.5,16%&18%,-6%&-19%
COC(=O)C1=C(C(=O)OC)[C@@H]2N(Cc3ccccc3)c3ccccc3[C@@]23C[C@@H](C(=O)OC)N(C(=O)c2cccs2)C3=N1,-15,8%,5%[57.1 µM],-0.3,2,-17%,0.2,15%[57.1 µM],26%
O=S(=O)(NC1CCCCC1NCc1ccco1)c1ccccc1 (configuration not stated),4,6%,10%,-0.5,-6,3%,-0.2,14%,-11%
CCOc1ncccc1C(=O)OCC(=O)Nc1ccc2c(c1)OCO2,.,0%,0%,.,3,5%,-1.0,19%,-3%
COc1ccc(N2CCN(C(=O)CN3CCSc4ccccc43)CC2)cc1,.,0%,-1%[57.1 µM],.,1,0%,0.2,5%[57.1 µM],-35%
COc1ccccc1CNC(=O)C(=O)NCC(c1ccc2c(c1)OCO2)N1CCOCC1 (configuration not stated),.,4%,7%[57.1 µM],0.7,10,2%,-0.6,21%[57.1 µM],-7%
Nc1c(C(=O)NCCC2=CCCCC2)sc2ccc(S(=O)(=O)N3CCCCC3)cc12,-24,0%,-4%,0.1,-12,-6%,-1.5,8%,3%
CCc1c(C)nc(N2CCN(c3ccc(Cl)cc3)CC2)[nH]c1=O,-9,-2%,10%[57.1 µM],0.6,3,2%,-0.3,14%[57.1 µM],0%
COCC(=O)N(c1ccc(C(C)C)cc1)C1C=CS(=O)(=O)C1 (configuration not stated),11,3%,0%[57.1 µM],0.3,4,3%,-0.1,4%[57.1 µM],-14%
Cc1ccc(NC(=S)N/N=C/c2c(Cl)cccc2Cl)c(C)c1,21,-3%,-9%[57.1 µM],-0.2,7,-3%,0.0,10%[57.1 µM],-22%
Cc1csc(CNC(=O)C2CCC(=O)N(CCc3cccc(F)c3)C2)n1 (configuration not stated),-6,-2%,1%,-0.5,3,0%,0.6,15%,-19%
CCCCC(=O)NNC(=S)NC(=O)CCC,14,-9%,-4%,-0.3,2,0%,-0.3,-25%,-6%
O=C(Cn1cnc2ccccc2c1=O)Nc1nnc(SCc2ccc(Cl)cc2)s1,2,15%,-2%,-0.4,2,-6%,-0.4,16%,-10%
Cc1ccc(SCCOCCN2CCOCC2)cc1,-1,5%,-5%[57.1 µM],-0.4,2,7%,-1.1,12%[57.1 µM],-29%
Cc1cc(=O)oc(C)c1C(=O)NC12CC3CC(CC(C3)C1)C2,1,-6%,11%[57.1 µM],-0.8,-9,1%,0.8,-9%[57.1 µM],1%
